Screens deposited in PubChem BioAssay by The Scripps Research Institute Molecular Screening Center.
TAAR1 antagonist: antagonists of human TAAR1; CHO RD-HGA16 TAAR1, Fluo-8 calcium fluorescence, antagonist; inhibition, % at 3 µM; Q96RJ0; 360,000 tested, 1.5% active;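 active = inhibition above a per-plate cutoff, the mean inhibition of test compounds on that plate plus 3 SD, cut at about 49% in these data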;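 note: 0% = DMSO plus EC80 beta-PEA response and 100% = DMSO alone without agonist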
Target sequence (Q96RJ0 whole entry, looked up): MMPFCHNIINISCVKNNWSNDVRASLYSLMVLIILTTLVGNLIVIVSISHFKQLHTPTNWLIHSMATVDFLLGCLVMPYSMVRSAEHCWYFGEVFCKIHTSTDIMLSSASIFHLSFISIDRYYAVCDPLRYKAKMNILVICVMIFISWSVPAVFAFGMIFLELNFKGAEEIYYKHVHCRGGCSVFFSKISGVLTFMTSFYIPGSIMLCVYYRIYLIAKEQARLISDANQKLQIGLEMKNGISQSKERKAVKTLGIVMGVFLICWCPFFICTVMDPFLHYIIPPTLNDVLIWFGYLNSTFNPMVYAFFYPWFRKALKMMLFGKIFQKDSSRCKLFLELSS
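Material: CHO RD-HGA16 cells bearing hTAAR1; compound dosing: one-point dosing, 3 µM nominal final; schedule: dye loading 75 min at 37 °C, then 30 min room temperature; measured by: calcium fluorescence with Fluo-8; control set: vehicle and agonist controls; replication: n of 1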
M1 antag: antagonists of human M1 muscarinic receptor; inhibition, % at 3 µM; P11229; 360,000 tested, 1.3% active; CHO-K1 hM1, Fluo-8 calcium fluorescence, ACh EC80 antagonist;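 active = percent inhibition above its own plate's cutoff, namely the mean of that plate's compound wells plus 3 SD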;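 note: peak over basal fluorescence ratio during 140 s after agonist addition; 0% = ACh EC80 plus DMSO and 100% = DMSO alone without agonist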
CHO-K1 Ca ag: counter-screen for M1 agonists: effect in parental CHO-K1 cells; Fluo-8 calcium fluorescence; scaled to maximal ATP response, vehicle zero; 360,000 tested, 0.48% active; activation, % at 3 µM; in the data active = activation above about 15%;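 note: untransfected CHO-K1 host cells lacking M1 receptor as counterscreen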
CHO-K1 Ca PAM: nonselective activator or artifact in parental CHO-K1 calcium assay; ATP EC20, Fluo-8 calcium fluorescence; 0% at ATP EC20, 100% at ATP max; activation, % at 3 µM; 360,000 tested, 0.02% active; AID 602247;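 active = activation above the run cutoff, the mean activation of all test compounds plus 3 SD, cut at about 40% in these data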;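 note: peak over basal fluorescence ratio in a 140 s read after ATP addition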
CHO parental Ca: counter-screen: ATP calcium response change in parental CHO cells. 330,000 tested, 0.63% active. inhibition, % at 5.6 µM. parental CHO-K1, ATP-induced calcium, Fluo-8 fluorescence. AID 463079;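 active = inhibition above that plate's mean sample inhibition plus 3 SD, cut at about 26% in these data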;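 note: 0% = ATP-challenged DMSO wells and 100% = DMSO wells without ATP; some compounds past the cut are filed as inactive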
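Assay system – parental CHO cells · Reagent – ATP stimulus · Detection – intracellular calcium via Fluo-8 no-wash fluorescent dye · Evaluation – percent inhibition of ATP-evoked calcium rise, normalized to controls · Controls – ATP wells versus no-ATP DMSO wells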
CHO-K1 Ca antag: counter-screen for M1 antagonists: effect in parental CHO-K1 cells. AID 602250. 360,000 tested, 0.6% active. inhibition, % at 3 µM. ATP-induced calcium, Fluo-8 fluorescence;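 active = inhibition above a per-plate cutoff, the plate's mean sample inhibition plus 3 SD, cut at about 24% in these data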;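 note: 0% = DMSO plus EC80 ATP and 100% = DMSO alone without ATP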
TAAR1 ag: human TAAR1 agonism; Q96RJ0; CHO RD-HGA16 TAAR1, Fluo-8 calcium fluorescence; vehicle wells 0%, saturating PEA agonist 100%; activation, % at 3 µM; 360,000 tested, 0.99% active;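 active = activation above the mean activation of all test compounds in the run plus 3 SD, cut at about 38% in these data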
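test system = CHO RD-HGA16 cells carrying human TAAR1 plus Gα16 | schedule = 17-24 h seeding, 75 min 37 °C dye, 30 min RT | compound dosing = 3 µM single concentration | control set = DMSO and PEA EC100 | replicates = n 1 | signal = Fluo-8 fluorescence, 5 s baseline then 140 s kinetic read | measure = percent activation vs PEA EC100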
CHRM1 agonist: activates human CHRM1 receptor; P11229; CHO-K1 hM1, Fluo-8 calcium fluorescence, agonist mode; 0% DMSO, 100% acetylcholine EC100; activation, % at 3 µM; 360,000 tested, 0.33% active;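 active = activation above the run's mean compound activation plus 3 SD, cut at about 16% in these data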;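 note: peak over basal fluorescence ratio within a 140 s kinetic read after compound addition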
OXTR potentiator: human OXTR potentiation | CHO-OTR cells, Fluo-8 calcium fluorescence, potentiator mode; 0% = oxytocin EC15, 100% = EC100 | 320,000 tested, 0.061% active | activation, % at 3 µM;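 active = activation above that plate's cutoff, the mean activation of tested compounds plus 3 SD, cut at about 6.6% in these data, passing the limit was not always enough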;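 note: 100% uses oxytocin at 75 nM as the full agonist control; some results filed as inactive read as strong as hits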
Target sequence (P30559 whole entry, looked up): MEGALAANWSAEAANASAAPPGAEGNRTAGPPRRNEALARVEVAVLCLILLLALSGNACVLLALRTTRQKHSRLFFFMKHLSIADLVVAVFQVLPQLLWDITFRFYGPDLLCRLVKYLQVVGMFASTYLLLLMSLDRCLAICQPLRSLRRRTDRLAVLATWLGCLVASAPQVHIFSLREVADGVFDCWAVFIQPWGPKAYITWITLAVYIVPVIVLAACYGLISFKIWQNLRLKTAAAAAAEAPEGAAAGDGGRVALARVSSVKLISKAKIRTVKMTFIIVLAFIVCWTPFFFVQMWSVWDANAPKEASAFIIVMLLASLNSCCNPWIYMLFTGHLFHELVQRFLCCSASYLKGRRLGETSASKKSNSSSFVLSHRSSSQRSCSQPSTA
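Assay system: CHO cell line stably expressing human OTR. Reagent: EC15 oxytocin agonist. Dosing: single dose, 3.0 µM nominal final compound concentration. Timing: compound 6 min at room temperature before oxytocin, 100 s read. Signal: kinetic Fluo-8 calcium fluorescence. Controls: oxytocin EC15 low and EC100 high.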
Active calls of the source: *; . = no result given. Rows are unselected; any-hit rate near 4.2%.

SMILES	TAAR1 antagonist	M1 antag	CHO-K1 Ca ag	CHO-K1 Ca PAM	CHO parental Ca	CHO-K1 Ca antag	TAAR1 ag	CHRM1 agonist	OXTR potentiator
COc1cc(NC(=O)c2cccc(C)c2)ccc1NC(=O)c1cc2ccccc2o1	-9	-18	0.8	1	-11	-14	4	-3	-6
C/C(=N\NC(=O)CNC(=O)C1COc2ccccc2O1)c1ccc(Cl)cc1 (configuration not stated)	-16	-7	-0.5	-11	-11	10	1	-3	0
COc1ccc(CN2CCNC(=O)C2CC(=O)N(C)Cc2ccccn2)cc1OC (configuration not stated)	-8	-3	-0.4	-13	-7	16	5	2	-11
COc1ccccc1C(=O)N1CCC(N2CCN(c3ccccc3)CC2)CC1	-39	-2	4.4	11	-13	-13	2	-4	-1
Cc1cc(-n2c(C)cc(C(=O)CCl)c2C)no1	-5	-5	-0.1	4	-8	-8	2	-3	-3
COC(=O)Cn1c2ccc(C)cc2c2nc(C)sc21	-7	-10	-0.1	24	6	-10	2	-4	0
COc1ccc(-c2cc(=O)c3c(OC)c(OC)c(OC)c(OC)c3o2)cc1OC	-1	-23	1.7	-4	-20	1	8	1	-5
CCCCCN(C(=O)NC(=O)Nc1ccc(C)cc1C)S(C)(=O)=O	6	-15	1.5	20	-10	-25	3	-5	-15
Cc1nn(C)c(Oc2ccc(Cl)cc2)c1C(=O)O	7	-14	-0.3	27	0	-3	0	-2	-19
CNC(=O)COc1ccc(Cl)c2cccnc12	-5	-2	-0.2	11	-2	-7	10	-1	-4
CN(C)c1cc[n+](CC(=O)Nc2cccc([N+](=O)[O-])c2)cc1	-4	0	-0.1	-10	-5	3	2	-10	0
S=C1NC2(CCCCC2)NN1c1ccccc1	-8	-3	1.0	21	-6	-14	4	-6	-5

An excerpt from above in order of length of the SMILES, lowest first:
SMILES	TAAR1 antagonist	M1 antag	CHO-K1 Ca ag	CHO-K1 Ca PAM	CHO parental Ca	CHO-K1 Ca antag	TAAR1 ag	CHRM1 agonist	OXTR potentiator
CNC(=O)COc1ccc(Cl)c2cccnc12	-5	-2	-0.2	11	-2	-7	10	-1	-4
Cc1nn(C)c(Oc2ccc(Cl)cc2)c1C(=O)O	7	-14	-0.3	27	0	-3	0	-2	-19
CCCCCN(C(=O)NC(=O)Nc1ccc(C)cc1C)S(C)(=O)=O	6	-15	1.5	20	-10	-25	3	-5	-15
COc1ccccc1C(=O)N1CCC(N2CCN(c3ccccc3)CC2)CC1	-39	-2	4.4	11	-13	-13	2	-4	-1

Next entries.
SMILES	TAAR1 antagonist	M1 antag	CHO-K1 Ca ag	CHO-K1 Ca PAM	CHO parental Ca	CHO-K1 Ca antag	TAAR1 ag	CHRM1 agonist	OXTR potentiator
Cc1ccc(NC(=O)c2nnn(-c3cc(C)cc(C)c3)c2N)cc1	8	1	0.8	7	-1	-4	4	-4	-21
CC(Oc1ccccc1F)C(=O)NNC(=O)CC(C)c1ccccc1 (configuration not stated)	-23	4	0.3	5	-6	2	3	-4	2
COc1ccc(Cl)cc1NC(=O)NC1CCCCC1	-12	-2	0.6	10	-11	0	2	-5	-1
CCc1nn(CC(=O)NCCCN2CCN(C)CC2)c(=O)c2cc3sccc3n12	-7	-6	0.8	16	0	-19	5	-4	-8
CC(=O)Nc1ccc(S(=O)(=O)N(Cc2cccnc2)Cc2cc3ccc(C)cc3[nH]c2=O)cc1	7	4	3.1	9	18	-15	1	-3	-7
Cc1cc(C)n2nc(SCC(=O)Nc3ccc(S(=O)(=O)N(C)C)cc3)nc2n1	11	3	1.5	11	-5	-7	2	-3	-2
CC(=O)Nc1ccc(S(=O)(=O)N(C)c2ccccc2)cc1	4	6	1.4	19	2	-11	8	-7	-5
O=C(O)c1cc(NCc2cccs2)ccc1N1CCOCC1	-5	-2	-0.1	17	8	-6	3	-3	-1
CCN1CCN(CC(=O)Nc2ccccc2)C(=O)C1=O	-10	-8	0.8	18	-10	-10	0	0	-4
CCc1ccc(C(=O)COC(=O)CNC(=O)c2ccco2)cc1	14	-4	0.2	17	-5	-11	5	-2	-4
Cn1c(=O)oc2cc(S(=O)(=O)N3CCc4ccccc43)ccc21	-11	-1	4.9	-10	3	-14	8	-4	-10
COc1ccc(NC(=S)NCCNC(C)=O)cc1	5	-6	-0.4	-5	3	1	4	-3	-5
COc1ccc(CCNC(=O)C2CCN(C(=O)c3cccc(Cl)c3)CC2)cc1OC	-12	-6	1.1	0	0	0	9	-2	1
Cc1ccc(C)c(NC(=O)Cn2ccn(-c3ccc4c(c3)OCO4)c(=O)c2=O)c1	-9	-12	0.6	1	-14	-2	3	-2	-2
CCC(CO)NCc1sccc1C (configuration not stated)	0	8	11	5	-11	-6	6	-9	-2
COc1ccc(CN2[C@@H](CC(C)=O)c3cc(C(F)(F)F)ccc3S2(=O)=O)cc1	20	0	7.3	9	0	-17	16	0	-11
CCCCn1nnnc1NCc1cc(OC)c(OC)cc1OC	13	8	1.6	-11	-7	4	5	-1	-1
COCc1cc(/C=N\NC(=O)COc2ccccc2)ccc1OC	-25	1	0.3	-8	-16	0	1	-6	-4
CNc1nc(SCC(=O)Nc2ccc(Cl)c(Cl)c2)nc(N2CCOCC2)n1	6	0	-0.1	-20	-10	20	1	1	-2
O=C(Nc1ccc(C(=O)N2CCCC2)cc1)C1CCCCC1	-8	-13	0.8	26	.	-17	3	-2	.
CCOc1ccc(CCNC(=O)C2CCCN(S(=O)(=O)c3c(C)n[nH]c3C)C2)cc1OCC (configuration not stated)	-24	-3	-0.3	5	-12	-3	14	-5	2
CC1(C)CC2CC(C)(CN2C(=O)NC(=O)c2ccccc2)C1 (configuration not stated)	4	0	1.4	8	0	5	-1	-5	-7
COCC(=O)Nc1ccc(C(C)C)cc1	-7	-3	0.1	2	7	-6	1	-3	-9
Cn1c(=O)c2c(nc(SCC(=O)O)n2Cc2cccc(C(F)(F)F)c2)n(C)c1=O	-16	-6	0.2	12	2	-12	11	-2	-6
Cc1ccc(NC(=O)c2ncn(CCCN(C)CCc3ccccn3)n2)cc1C	-8	7	0.5	22	.	-11	0	-7	.
COc1cccc(-c2nnc(SCCC(=O)O)n2C)c1	-13	-7	0.6	13	-12	-5	7	-3	-6
CSCCC(NC(=O)OC(C)(C)C)C(=O)NC(C(=O)NC(CC(C)C)C(N)=O)C(C)C (configuration not stated)	-2	-13	-0.1	12	0	-11	5	-2	-7
CNC(=O)c1[nH]cnc1C(=O)N[C@@H](C)C(=O)OC(C)(C)C	9	-10	-0.1	9	-4	-14	10	-4	-3
CCCCC(=O)Nc1ccc(C(=O)NCCCn2ccnc2)cc1	-2	-12	0.5	24	-10	-8	7	-8	-3
O=C1CC(C(=O)Nc2cccc3ccccc23)C2(CCCC2)O1 (configuration not stated)	-14	-18	0.6	17	-7	-8	3	-1	-8
c1ccc(CSc2nnc(SCc3ccccn3)s2)nc1	-6	-5	0.8	5	-8	-9	4	-4	-2
COc1cc2ncnc(NCc3ccccc3)c2cc1OC	5	13	0.7	-6	-14	7	-1	-4	-14
CC(C)(C)NC(=O)N1CCN(S(=O)(=O)c2ccc3c(c2)CCC3)CC1	5	-10	-0.1	-4	-10	-15	2	-3	-4
CC(NC(=O)[C@H](NC(=O)[C@@H]1Cc2ccccc2CN1)c1ccccc1)c1ccccc1 (some centres not stated)	0	-17	1.7	15	-16	0	3	1	-6
CCOc1ccccc1NC(=O)Cn1ncc2ccc([N+](=O)[O-])cc21	-6	-3	1.3	-4	-14	-11	-1	-6	-6
CCC(C)[C@H](NC(=O)N1CC(=O)Nc2ccccc21)C(=O)N[C@H](Cc1ccccc1)C(=O)O (some centres not stated)	-21	-5	0.8	14	-7	4	3	-3	-2
O=C(O)C1C2C=CC(C2)C1C(=O)OCc1ccccc1 (configuration not stated)	1	3	0.0	11	2	2	0	-3	0
Nc1ccccc1SC1CC(=O)N(c2ccc3c(c2)OCCO3)C1=O (configuration not stated)	6	9	6.0	5	-18	-14	11	-3	0
C=CCc1cc(Cl)ccc1OCCOCCNC(C)(C)C	0	2	3.8	-6	-6	-6	11	-10	-13
CCOP(=O)(OCC)C(Nc1cccc([N+](=O)[O-])c1)c1ccc(N(C)C)cc1 (configuration not stated)	-25	-15	1.0	15	3	-14	-1	-2	-7
CC(C)(C)Cc1c(-c2ccc(F)cc2)nc2ccc(Cl)cn12	16	15	1.0	22	.	-19	-2	-6	.
CCc1ccccc1NC(=O)c1cc(S(=O)(=O)N2CCCC2)c[nH]1	-25	2	0.6	12	-1	-4	1	-4	-1
Nc1nc(NCCCN2CCOCC2)nc(Nc2ccc(F)cc2)c1[N+](=O)[O-]	6	-2	3.5	25	-19	-10	4	-10	0
CC(=O)c1c(C)[nH]c(C(=O)N(CCc2ccccc2)Cc2ccccc2)c1C	23	7	1.2	-1	-21	9	1	-7	0
CC(C)Oc1ccc(F)cc1-c1cc(C(=O)Nc2ccc(C(C)(C)C)cc2)[nH]n1	-22	-7	0.1	15	.	-8	0	6	.
Cc1cccc(OCCSc2nncn2C)c1	-22	-4	0.8	-18	-7	0	1	-6	-6
COCCN(C(=O)CSc1nc2nc(C)cc(C)n2n1)c1c(N)n(Cc2ccccc2)c(=O)[nH]c1=O	-3	4	0.2	1	1	-22	1	-11	-6
COc1ccc(N2CCN(C(=O)CSc3nnc4n3C(C)(C)Cc3ccccc3-4)CC2)cc1	-11	-9	1.1	16	-14	-3	7	-5	1
Cc1ccc(CNC(=O)COc2ccc(C(=O)c3ccc(F)cc3)cc2)cc1	-11	5	0.1	-9	-14	11	2	-3	-1
CNC(=O)c1ncnnc1N(C)C(=O)NCc1ccccc1	9	2	-0.2	2	3	-1	1	-4	3
CCN1CCN(C(=O)C2CCN(S(=O)(=O)c3ccc(Br)cc3)CC2)CC1	-21	-11	0.1	13	.	4	4	-4	.
CCOC(=O)c1csc(N/N=C2\CCCc3ccccc32)n1	11	-16	0.8	6	-18	-6	2	-1	0
O=C1N[C@@H](c2ccccc2)COC(=O)[C@@H](Cc2ccc(F)cc2)CC/C=C/C[C@@H]1CC(=O)N(CCO)Cc1ccccc1	37	6	3.6	17	-28	-10	15	4	-7
Cc1c(C)[n+](=O)c2c(n1[O-])CCC2	-11	-6	0.1	8	-2	-9	9	-1	-14
O=C(Oc1cccccc1=O)c1ccccc1	-11	-2	-0.1	5	15	3	1	-5	-2
O=S(=O)(Cc1ccc(Cl)cc1)NCC1CCCO1 (configuration not stated)	4	-5	0.2	21	-1	-9	5	-2	-4
